TEAD-YAP inh: TEAD-YAP interaction inhibition, primary screen, TEAD-YAP interaction inhibitor project, luminescence, HEK-TIYL cells; hit rate 1.4% among 640,000; inhibition, % at 9.12 µM; TEAD-Gal4/YAP UAS-luciferase luminescence; in the data active = inhibition above about 32%;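 note: 0% = median of test compound wells and 100% = reference inhibitor wells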
GPR151 activ: activators of human GPR151, primary screen, cell-based, PathHunter beta-arrestin, luminescence. hit rate 1% among 650,000. activation, % at 11.2 µM. G-protein coupled receptor 151 (Homo sapiens), Q8TDV0. PathHunter beta-arrestin GPR151 cells; in the data active = activation above about 4.9%;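 note: 0% = median of compound wells and 100% = cells with positive control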
Target sequence (Q8TDV0 whole entry, looked up): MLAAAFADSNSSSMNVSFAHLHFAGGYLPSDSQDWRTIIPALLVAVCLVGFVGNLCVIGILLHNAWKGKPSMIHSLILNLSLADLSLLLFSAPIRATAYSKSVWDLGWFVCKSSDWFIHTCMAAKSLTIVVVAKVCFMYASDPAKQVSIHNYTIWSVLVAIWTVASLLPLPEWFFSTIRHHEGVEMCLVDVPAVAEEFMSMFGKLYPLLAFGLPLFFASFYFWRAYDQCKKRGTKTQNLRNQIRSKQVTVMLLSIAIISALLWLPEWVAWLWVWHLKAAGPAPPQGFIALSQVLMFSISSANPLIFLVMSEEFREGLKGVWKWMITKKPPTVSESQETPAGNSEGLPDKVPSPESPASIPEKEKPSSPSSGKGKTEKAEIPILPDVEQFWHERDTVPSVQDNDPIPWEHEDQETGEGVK
FBW7 activator: FBW7 E3 ligase activators, primary screen, biochemical, AlphaScreen, human; AlphaScreen FBW7–phospho-cyclin E peptide binding, activator screen; normalized activity (activation), % at 26.1 µM; hit rate 0.13% among 650,000; in the data active = normalized activity above about 1.9%;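 note: purified mutant Fbw7 with reduced substrate affinity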
Target sequence (Q969H0 whole entry, looked up): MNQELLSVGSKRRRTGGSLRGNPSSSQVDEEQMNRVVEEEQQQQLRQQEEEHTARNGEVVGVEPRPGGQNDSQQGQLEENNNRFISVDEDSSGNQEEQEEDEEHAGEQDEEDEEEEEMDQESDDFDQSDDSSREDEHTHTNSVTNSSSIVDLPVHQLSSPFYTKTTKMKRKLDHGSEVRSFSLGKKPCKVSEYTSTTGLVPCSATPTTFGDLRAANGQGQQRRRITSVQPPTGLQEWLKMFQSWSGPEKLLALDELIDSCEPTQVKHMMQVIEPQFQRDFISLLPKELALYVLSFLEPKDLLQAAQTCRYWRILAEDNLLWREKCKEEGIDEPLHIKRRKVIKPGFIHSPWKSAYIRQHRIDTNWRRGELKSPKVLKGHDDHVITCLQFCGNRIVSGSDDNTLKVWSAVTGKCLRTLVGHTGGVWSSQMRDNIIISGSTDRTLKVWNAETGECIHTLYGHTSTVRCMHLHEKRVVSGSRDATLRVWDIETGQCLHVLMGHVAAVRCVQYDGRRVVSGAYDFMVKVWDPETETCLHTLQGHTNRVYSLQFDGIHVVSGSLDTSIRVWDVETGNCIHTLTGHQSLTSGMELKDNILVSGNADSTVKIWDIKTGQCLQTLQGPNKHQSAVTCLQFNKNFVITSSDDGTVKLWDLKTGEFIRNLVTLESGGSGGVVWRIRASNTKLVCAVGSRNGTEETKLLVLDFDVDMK
MITF inh: MITF inhibitors, primary screen, biochemical, AlphaScreen, human; Microphthalmia-associated transcription factor (Homo sapiens), O75030; AlphaScreen MITF homodimerization, bead proximity signal; inhibition, % at 2.6 µM; hit rate 0.91% among 650,000; in the data active = inhibition above about 50%;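 note: 0% = vehicle wells with protein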
Active calls of the source: *.

SMILES	TEAD-YAP inh	GPR151 activ	FBW7 activator	MITF inh
COc1ncc(-c2cnc3[nH]c(=O)n([C@@H](C)c4ccccc4)c3n2)cn1	-15	0.3	0.0	-2
Cn1c(=O)n(C)c2ccccc21	-2	0.2	0.3	27
O=c1c2ccccc2[nH]c(=S)n1Cc1ccccc1Cl	-5	-0.1	-0.1	4
Cc1cc(Oc2ccccc2)nc(NCc2ccccc2)n1	-4	2.8	0.0	5
COc1ccc(Cl)cc1S(=O)(=O)N(C)CC(O)Cn1cc(C=O)c2ccccc21 (stereo not given)	11	-0.6	-0.1	-3
Cc1ccc(-n2c(SCC(=O)NCCc3ccc(S(N)(=O)=O)cc3)nc3n[nH]c(C)c3c2=N)cc1C	10	1.0	0.2	0
CNC(=O)CC(C(=O)O)c1ccc(OC(C)C)cc1 (stereo not given)	10	2.4	0.0	7
COc1cc(C(=O)n2nc(C)cc2C)ccc1O	-3	-1.4	-0.1	-1
CC(C)CC(NC(=O)CN(C)C)c1nnc2n1CCN(C(C)C1CCC1)CC2 (stereo not given)	5	-0.3	0.2	8
COc1cc([C@H]2[C@H](C(=O)c3ccccc3)N3C=Cc4ccccc4[C@H]3C2(C#N)C#N)cc(OC)c1OC	-16	-0.4	-0.1	3
O=C(CN1CC(c2ccccc2)CC1=O)NCC1Cc2cccc(-c3ncccn3)c2O1 (stereo not given)	-5	0.5	-0.1	-4
CC(Oc1ccc2c(c1)OCO2)C(=O)NNC(=O)Nc1cccc(Cl)c1Cl (stereo not given)	5	-0.4	0.0	-18
CC(=O)Nc1ccc(N2C(=O)CC(N3CCN(C)CC3)C2=O)cc1 (stereo not given)	8	0.4	0.1	4
Cc1ccc(OCCNC(C)(C)C)c(Cl)c1	-3	1.4	0.3	46
Cc1cccc(NS(=O)(=O)c2ccc3c(c2)n(C)c(=O)n3C)c1	4	0.9	0.3	-22
COCCCNC(=O)C(=O)Nc1cccc2ccccc12	1	1.1	0.1	5
COC(=O)CN1C(=O)c2c([N+](=O)[O-])cc([N+](=O)[O-])cc2S1=O (stereo not given)	13	-0.7	0.0	6
C(=C\c1ccco1)/CN1CCc2nnc(-c3ccccc3)n2CC1	8	1.2	-0.1	28
C=CCc1c(Cl)nc(C)nc1NCCO	8	0.0	0.3	13
CCOc1ccccc1NC(=O)Cn1cnc2c(cnn2-c2ccc(C)c(C)c2)c1=O	-2	-0.6	0.5	7
CCc1ccc(C2NC(=O)NC(C)=C2C(=O)OC(C)CC)cc1 (stereo not given)	-9	-0.1	-0.2	16
O=C(CSc1nc(=O)n(CCCO)c2c1CCCC2)N1CCCCC1	-5	4.2	-0.7	-1
CC1=CC(=C2C(=O)c3ccccc3C2=O)C=C(C)O1	-31	0.1	-0.1	-4
CS(=O)(=O)N(CC(=O)NCc1ccncc1)c1ccc(Cl)cc1	-8	1.1	-0.2	-10
O=C(NN1S(=O)(=O)c2ccccc2S1(=O)=O)c1ccc(Br)cc1	13	-0.6	0.1	12
CCc1cc2c(=O)c(-c3ccc4c(c3)OCO4)coc2cc1OC	6	0.6	0.0	13
O=C(O)/C=C\C(=O)Nc1ccc(C(=O)Nc2ccc(Cl)cc2Cl)cc1	-8	-0.7	-0.1	-6
Cc1nc2sc(C(c3cccc(F)c3)N3CCC(O)CC3)c(O)n2n1 (stereo not given)	2	0.1	-0.1	-15
Sc1ccccc1-c1nc(Cc2ccccc2)no1	9	-0.8	-0.3	-7
COc1cc(-c2[nH]nc3c2C(c2ccc(OCc4ccccc4F)cc2)C(C#N)=C(N)O3)cc(OC)c1OC (stereo not given)	-16	1.2	-0.4	4
O=S(=O)(NCC(c1cccs1)S(=O)(=O)c1ccccc1)c1cccs1 (stereo not given)	2	-0.5	0.0	-2
COc1cc(C)ccc1OCCOCCOc1ccccc1F	-23	0.3	0.4	2
O=C(O)c1ccc(COc2ccccc2Cl)o1	8	-5.3	0.5	5
O=C(Nc1ccc2nn(-c3cccc(Cl)c3)nc2c1)c1cc([N+](=O)[O-])ccc1Br	30	0.6	-0.7	2
CC(C)CCNC(=O)c1ccc2c(c1)NC(=O)C(CS(=O)(=O)Cc1cccc(F)c1)N2 (stereo not given)	-8	0.1	0.0	1
CCOC(=O)c1c(NC(=O)CCCOc2ccc(Cl)cc2Cl)sc2c1CCC(C)C2 (stereo not given)	1	0.0	0.0	4
COC(=O)[C@@H](N)CS	1	-0.3	0.0	4
COc1ccc(CCNc2ncnc3nc(N4CCCC4CO)[nH]c23)cc1 (stereo not given)	6	-1.7	0.0	10
COc1cccc(C(c2sc3ncnn3c2O)N2CCC(O)CC2)c1 (stereo not given)	9	-0.5	0.3	4
O=C(O)c1ccc(/C=C2/NC(=O)N(Cc3ccc(Br)cc3)C2=O)cc1	-3	-0.4	0.2	-11
CCC/C(O)=C1\C(=O)CC(C)(C)CC1=NC	0	-0.1	1.6	18
O=C(Nc1sc2c(c1C(=O)O)CCCCC2)c1cccnc1	-14	-0.4	0.4	11
COc1cc(OC)cc(C(=O)NNS(=O)(=O)c2ccc([N+](=O)[O-])cc2)c1	1	-0.4	0.2	16
COc1ccc(/C=C/c2ccc(N)cc2)cc1	41*	-1.3	0.1	13
COc1ccc(-c2nc(NCc3cccnc3)c3[nH]cnc3n2)cc1	-19	-0.3	-0.2	-8
Cc1cc(S(=O)(=O)NC(C)C)ccc1OCC(=O)NCc1ccccn1	-1	-0.9	0.0	6
Cn1cccc1C(=O)OCC(=O)c1c[nH]c2ccccc12	-64	-1.0	0.1	10
Cc1nn(Cc2ccccc2)c(Cl)c1C(=O)NC(C)(C)C	-10	-0.6	-0.1	-3
COC(=O)c1ccc(CN2CCC3(CC2)CC3C(=O)Nc2ccc3sc(C)nc3c2)cc1 (stereo not given)	4	-0.8	0.1	14
CC(C)CCC1CC(C)(C(C)O)OC1=O (stereo not given)	1	0.2	0.1	7

The list continues:
SMILES	TEAD-YAP inh	GPR151 activ	FBW7 activator	MITF inh
COc1ccc(C2OCC3(CO)C(C)C=C(C)C2C3C)cc1 (stereo not given)	1	-0.4	0.0	14
COc1ccc(CN[C@H]2C[C@H]3C(=O)N[C@@H](Cc4ccccc4)C(=O)N3C2)cc1Cn1cccn1	8	-0.8	-0.1	-11
Cc1ccc(-c2csc(/C(C#N)=C3\CCCCCN3)n2)cc1	1	0.4	0.1	4
Cc1ccccc1C1(CC(=O)N2CC3CCCC2C3)CC(=O)N(Cc2ccccc2)C1=O (stereo not given)	6	-1.4	0.2	13
CCOCCOC(=O)C1=C(C)NC2=C(C(=O)CC(c3cccs3)C2)C1c1ccccc1Cl (stereo not given)	6	-0.9	0.0	-23
COC(=O)C1=CN(Cc2cccs2)C=C(C(=O)OC)C1c1cccc(OC)c1	-11	0.7	0.3	-8
O=[N+]([O-])c1cccc(C=NCCCN2CCOCC2)c1	11	-0.7	-0.1	16
Cc1ccc(C(=O)COC(=O)c2ccc3nc4c(nc3c2)-c2cccc3cccc-4c23)cc1	-18	-1.4	0.3	18
CCc1ccc(Oc2coc3cc(O)ccc3c2=O)cc1	-4	1.1	-0.1	6
COc1ccc(C(NC=O)c2ccc(OC)cc2)cc1	4	0.2	0.0	-3

By substructure: the compounds so far with a furan ring, fused or not.
SMILES	TEAD-YAP inh	GPR151 activ	FBW7 activator	MITF inh
C(=C\c1ccco1)/CN1CCc2nnc(-c3ccccc3)n2CC1	8	1.2	-0.1	28
O=C(O)c1ccc(COc2ccccc2Cl)o1	8	-5.3	0.5	5

(more compounds)
SMILES	TEAD-YAP inh	GPR151 activ	FBW7 activator	MITF inh
CCOc1ccc(Cl)cc1CNc1nnnn1C	-3	-0.6	-0.1	-17
COCCn1c(NC(=O)c2ccc(F)cc2)c(C#N)c2nc3ccccc3nc21	0	0.4	0.1	9
COc1cccc2c1OCC(CN1CCN(C3CCCCC3)C(CCO)C1)=C2 (stereo not given)	2	2.6	0.4	9
CN(C)c1ccc(/C=C/c2nc3cc(-c4ccccc4)ccc3o2)cc1	-1	0.0	-0.1	-4
COc1cccc(NC(=O)c2cc(OC)c(OC)cc2[N+](=O)[O-])c1	4	-0.7	0.1	0
CC(=O)Nc1ccc(NS(=O)(=O)c2c(C)n(C)c(=O)n(C)c2=O)cc1	-3	2.6	-0.2	1
CCC(=O)N1C(=O)NC(C)=C(C(=O)OC)C1c1ccccc1 (stereo not given)	-1	1.6	-0.1	3
Cc1ccc(C(=O)NCCN(C)C)cc1C	11	0.7	0.2	-2
Cc1ccc2c(C)nc(N3CCCC(NC4CCOC4)CC3)nc2c1 (stereo not given)	-5	-0.1	0.5	-7
CC(=O)Nc1ccc(NC(=O)C(C)Oc2ccccc2C)cc1 (stereo not given)	-10	-0.5	0.6	-12

Some of these compounds in order of molar mass, ascending:
SMILES	TEAD-YAP inh	GPR151 activ	FBW7 activator	MITF inh
CN(C)c1ccc(/C=C/c2nc3cc(-c4ccccc4)ccc3o2)cc1	-1	0.0	-0.1	-4
CC(=O)Nc1ccc(NS(=O)(=O)c2c(C)n(C)c(=O)n(C)c2=O)cc1	-3	2.6	-0.2	1
COc1cccc2c1OCC(CN1CCN(C3CCCCC3)C(CCO)C1)=C2 (stereo not given)	2	2.6	0.4	9

Reformatted: results already given
COCCn1c(NC(=O)c2ccc(F)cc2)c(C#N)c2nc3ccccc3nc21
  TEAD-YAP inh = 0 | GPR151 activ = 0.4 | FBW7 activator = 0.1 | MITF inh = 9
COc1cccc2c1OCC(CN1CCN(C3CCCCC3)C(CCO)C1)=C2 (stereo not given)
  TEAD-YAP inh = 2 | GPR151 activ = 2.6 | FBW7 activator = 0.4 | MITF inh = 9

Additional structures:
SMILES	TEAD-YAP inh	GPR151 activ	FBW7 activator	MITF inh
CN(C)C1=CC2=C(CC(C)(C)CC2=O)OC1N(C)C (stereo not given)	2	0.3	0.0	2
CCOC(=O)CSc1nc2c(c(=O)[nH]c(=O)n2C)n1Cc1ccc(C)cc1	3	1.3	0.0	-24
COC(=O)c1ccc(COC(=O)c2ccccc2NC(=O)c2ccccc2)cc1	-2	0.2	-0.2	7
CCN1CCN(CC(O)COc2ccc(C(C)(C)C)cc2)CC1 (stereo not given)	-4	0.1	0.0	-12
O=C(Cc1c[nH]c2ccccc12)N1CCCC1c1nc2ccccc2[nH]1 (stereo not given)	18	0.1	0.0	-4
CCc1ccc(NC(=O)Cn2nnc(-c3ccc(C)cc3-n3cnnn3)n2)cc1	3	-0.1	-0.1	9
O=C1CCCN1CCCNc1ccnc(Nc2ncccn2)n1	-14	2.2	-0.1	-10
CC1=C(C(=O)NCc2ccccc2)C(c2ccccc2)NC(=S)N1 (stereo not given)	-8	0.9	-0.1	-4
CCCCOc1ccc(C(=O)Nc2ccc(N3CCOCC3)c(Cl)c2)cc1	7	-0.8	0.2	7
Cc1cc(=O)[nH]c2cc(NC(=O)C(C)(C)C)ccc12	-11	-0.1	0.0	2
CCOC(=O)COc1cc(C)c(Cl)cc1[N+](=O)[O-]	-7	1.8	0.3	16
CC(=O)c1cccc(-c2nc(C(=O)NCCO)cs2)c1	-12	-1.7	0.6	9
O=C(CCCCn1c(=O)[nH]c2ccsc2c1=O)NC1CC1	-3	-1.0	-0.3	2
Cn1c(CSc2nc(N)cc(N)n2)nnc1SCC(=O)NC1CCCCC1	-10	-0.1	0.1	14
CC(C)NC(=S)N/N=C/c1ccccc1C(=O)O	-5	2.1	-0.2	-7
C/C(=N\NC(=O)CNc1ccc(C)cc1)c1cccc(Br)c1	-3	0.7	0.1	-7
O=C(Nn1c(=O)[nH]c2ccccc2c1=O)c1ccccc1Cl	-6	-1.2	-0.2	-1
Cc1cc(/C=C2\C(=O)NC(=O)N(Cc3ccc4c(c3)OCO4)C2=O)c(C)n1C1CC1	5	-2.1	-0.2	-5
CCCC(C)NC(=O)c1ccc([N+](=O)[O-])cc1 (stereo not given)	-16	-1.6	0.2	16
O=C(CNC(=O)c1ccc([N+](=O)[O-])o1)Nc1ccc(F)c(F)c1	7	-0.5	0.0	0
COc1ccc(CNC(=O)CSc2nc3ccc(C)cc3[nH]2)cc1	16	0.3	0.3	-8
COc1cccc(-n2c(=S)sc3c(=O)n(-c4ccccc4C)c(SCc4csc(C)n4)nc32)c1	-8	2.5	0.0	-10
CCCNc1nc(Nc2ccnn2C)nc2c1ncn2-c1ccccc1	-14	-0.1	0.2	12
COc1cc(NC(=O)c2cnccn2)ccc1N1CCCCC1=O	2	-2.9	-0.1	15
Cc1cc2c(o1)c1cnn(CC(=O)N(C)C)c(=O)c1n2C	-2	0.2	-0.1	-4
COc1ccc(NC(=O)CN(CCc2ccccc2)S(=O)(=O)c2ccc(Br)cc2)c(OC)c1	-8	-1.1	-0.1	-7
CCOC(=O)/C(=C1/N(C)c2ccccc2N1N)[N+](=O)[O-]	-70	-2.7	-0.1	2
COc1ccc([N+](=O)[O-])cc1NC(=S)NCc1ccco1	-7	-0.6	0.0	4

Another view of some results above:
SMILES | TEAD-YAP inh | GPR151 activ | FBW7 activator | MITF inh
CCOC(=O)c1c(NC(=O)CCCOc2ccc(Cl)cc2Cl)sc2c1CCC(C)C2 (stereo not given) | 1 | 0.0 | 0.0 | 4
CC(=O)Nc1ccc(NS(=O)(=O)c2c(C)n(C)c(=O)n(C)c2=O)cc1 | -3 | 2.6 | -0.2 | 1
CCOC(=O)COc1cc(C)c(Cl)cc1[N+](=O)[O-] | -7 | 1.8 | 0.3 | 16
Cc1ccc2c(C)nc(N3CCCC(NC4CCOC4)CC3)nc2c1 (stereo not given) | -5 | -0.1 | 0.5 | -7
Cc1cc(/C=C2\C(=O)NC(=O)N(Cc3ccc4c(c3)OCO4)C2=O)c(C)n1C1CC1 | 5 | -2.1 | -0.2 | -5

Screens (PubChem)

Rows are unselected (roughly 3.5% active in at least one column).
